HTR1E agonist = 5-HT1E receptor agonists, primary screen, cell-based, HTS; AID 574, 2007; 5-hydroxytryptamine receptor 1E (Homo sapiens), P28566; CHO 5-HT1E Ga15 NFAT-bla reporter, FRET; 0% DMSO wells, 100% control agonist wells; activation, % at 6 µM; 0.69% of 65,000 active;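 active means activation above a set limit, the screen-wide mean activation plus 3 SD, cut at about 8.5% in these data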;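 further: 100% = positive control agonist at 1 µM giving full maximal response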
Ecoli tolC = growth inhibitors of E. coli tolC mutant, primary screen, strain BW25113 ΔtolC::kan, 384-well | OD615 | 2.2% of 65,000 active | growth inhibition, % at 10 µM (by protocol);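 active means growth inhibition at or above a cutoff equal to the mean over every tested compound plus 3 SD, cut at about 60% in these data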;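 further: growth measured after 20 h incubation at 37 °C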
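signal = optical density read at 615 nm | test system = E. coli ΔtolC::kan strain BW25113 | timing = 20 h compound exposure of bacteria at 37 °C | buffer or medium = LB medium plus 50 µg/mL kanamycin | compound dosing = 10 µM final, single dose | evaluation = % inhibition of E. coli growth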
S1P3 ag = human S1P3 receptor agonists, primary screen, cell-based, primary and confirmation, NFAT-BLA reporter; Sphingosine 1-phosphate receptor 3 (Homo sapiens), Q99500; 0.1% of 60,000 active; activation, % at 4.5 µM; S1P3 NFAT-BLA reporter cells, agonism, FRET ratio; relative to 1 µM S1P, basal subtracted;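 active means activation above the screen-wide mean plus 3 SD, cut at about 4.5% in these data, passing the limit was not always enough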; further: some compounds called inactive have numbers as strong as hits
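Material: Human S1P3 NFAT-BLA reporter CHO cells | Incubation: Overnight plating, 4 h compound 37 °C, 2 h substrate RT | Signal: FRET β-lactamase substrate fluorescence, excitation 405 nm, 460/535 nm emission ratio, background-subtracted | Compound: 4.5 µM final, single dose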
AP complement = alternative complement pathway inhibitors, primary screen, biochemical, ELISA, human serum, orthogonally pooled compounds; LPS-coated ELISA, C3 deposition; tested in compound mixtures; inhibition, % at 5 µM; 0.08% of 62,000 active; AID 1235, 2008;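 active means inhibition above 30% in each of the two pooled mixtures holding the compound, so the lower value exceeds 30%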;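 further: 0% = serum in Mg-EGTA without compound and 100% = EDTA serum blank; some compounds past the cut are filed as inactive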
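Test system: human serum complement alternative pathway, C3 deposition onto LPS / Medium: Mg2+-EGTA GVB++ buffer containing human serum at 1:15 dilution / Probe or stimulus: Plate-bound LPS / Times: 1 h at 37 °C / Signal: ELISA with HRP anti-human C3 antibody, TMB substrate, absorbance 450 nm / Measure: percent inhibition / Repeats: two pool placements per compound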
5-HT1A blocker = human 5-HT1a receptor antagonists, primary screen, cell-based, CHO, Ga15 NFAT-bla reporter. CHO 5-HT1a Ga15 NFAT-bla reporter, antagonist mode. 0.68% of 62,000 active. inhibition, % at 10 µM;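 active means inhibition above the mean of all tested compounds plus 3 SD, cut at about 43% in these data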;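 further: receptor stimulated by 5-CT agonist at 100 nM near EC80; beta-lactamase reporter measured by ratiometric fluorescence of a cleavable substrate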
5HT1E antag = 5-HT1E receptor antagonists, primary screen, cell-based, HTS. 5-hydroxytryptamine receptor 1E (Homo sapiens), P28566. CHO 5-HT1E Ga15 NFAT-bla reporter, FRET, antagonist. inhibition, % at 6 µM. 0.99% of 65,000 active;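 active means inhibition above a set limit, the mean inhibition across every tested compound plus 3 SD, cut at about 29% in these data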;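 further: signal is the 460 over 535 nm emission ratio of beta-lactamase substrate; 0% = agonist plus DMSO wells and 100% = wells without agonist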
RORa activator = activators of orphan receptor RORA, primary screen, cell-based, luminescence. CHO-K1 Gal4-RORA LBD luciferase reporter; percent increase over mock-subtracted basal signal. Nuclear receptor ROR-alpha (Homo sapiens), P35398. 1.5% of 65,000 active. activation, % at 10 µM;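 active means activation above the mean of all tested compounds plus 3 SD, cut at about 49% in these data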;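 further: 0% = DMSO-treated RORA cells and 100% = added signal equal to DMSO minus mock-transfected cells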
Target sequence (P35398 whole entry, looked up, the tested form may be a part): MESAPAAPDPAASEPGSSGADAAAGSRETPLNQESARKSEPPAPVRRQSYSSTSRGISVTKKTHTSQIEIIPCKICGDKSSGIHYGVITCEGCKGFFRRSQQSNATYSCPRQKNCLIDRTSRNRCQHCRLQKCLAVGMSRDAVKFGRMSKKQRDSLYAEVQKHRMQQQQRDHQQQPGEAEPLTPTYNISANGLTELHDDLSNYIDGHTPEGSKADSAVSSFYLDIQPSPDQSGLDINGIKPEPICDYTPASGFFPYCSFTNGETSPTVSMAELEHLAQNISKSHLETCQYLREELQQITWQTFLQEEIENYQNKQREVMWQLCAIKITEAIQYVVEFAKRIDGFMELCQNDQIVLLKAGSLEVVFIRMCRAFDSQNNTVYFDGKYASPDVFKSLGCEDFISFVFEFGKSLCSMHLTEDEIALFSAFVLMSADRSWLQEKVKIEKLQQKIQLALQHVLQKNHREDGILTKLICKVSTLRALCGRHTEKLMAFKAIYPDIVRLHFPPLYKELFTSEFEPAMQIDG
SF-1 act = activators of human SF-1, primary screen, cell-based, CHO-K1, Gal4-SF-1 LBD, luciferase luminescence; Steroidogenic factor 1 (Homo sapiens), Q13285; CHO-K1 Gal4-SF-1 LBD luciferase reporter; % increase over DMSO SF-1-specific signal; activation, % at 10 µM; 1.9% of 65,000 active; AID 522, 2006;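 active means activation above the mean activation of all tested compounds plus 3 SD, cut at about 50% in these data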
Target sequence (Q13285 whole entry, looked up, the tested form may be a part): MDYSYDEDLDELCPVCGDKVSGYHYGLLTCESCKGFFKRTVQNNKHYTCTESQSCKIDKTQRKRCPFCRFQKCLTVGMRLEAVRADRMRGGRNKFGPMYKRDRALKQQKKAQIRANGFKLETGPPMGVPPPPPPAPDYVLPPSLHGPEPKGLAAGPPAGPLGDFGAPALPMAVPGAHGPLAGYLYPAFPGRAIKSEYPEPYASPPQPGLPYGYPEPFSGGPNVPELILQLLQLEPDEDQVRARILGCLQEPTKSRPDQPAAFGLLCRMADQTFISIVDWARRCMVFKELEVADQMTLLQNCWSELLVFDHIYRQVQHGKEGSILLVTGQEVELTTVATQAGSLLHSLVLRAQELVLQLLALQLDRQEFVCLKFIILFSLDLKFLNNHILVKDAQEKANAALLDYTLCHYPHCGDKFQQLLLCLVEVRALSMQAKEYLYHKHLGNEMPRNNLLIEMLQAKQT
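Compound – one dose, 10 µM compound, 1% DMSO · Test system – transient Gal4-SF-1 LBD reporter, CHO-K1 · Input – 4,000 cells in each well · Read-out basis – percent activation relative to DMSO median and mock-transfected background · Replicates – single measurement per compound · Technique – steady-glow luciferase luminescence, read after 15 min reagent incubation · Timing – 20 h compound treatment, 37 °C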
S1P1 ag pot = S1P1 agonists and agonism potentiators, primary screen, cell-based, primary and confirmation screens, CRE-bla reporter. S1P1 CRE-bla cells, forskolin, beta-lactamase FRET, potentiator mode; S1P1 agonist co-added at EC20, 2 nM; 100% = saturating reference agonist, 0% = basal. activation, % at 9.5 µM. 0.57% of 56,000 active;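 active means activation above a cutoff set at the mean activation of all tested compounds plus 3 SD, cut at about 54% in these data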;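 further: forskolin at 4 µM as EC80 and the EC20 agonist is SEW2871; 100% = SEW2871 at its EC100 plus forskolin at EC80; some compounds past the cut are filed as inactive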
The depositor's hits bear a star; nt = no result given.

Values run as follows: RORa activator	SF-1 act	5-HT1A blocker	5HT1E antag	Ecoli tolC	HTR1E agonist	AP complement	S1P1 ag pot	S1P3 ag
CCN1CCCC1CNC(=O)c1ccc2c(=O)n(CCOC)c(=O)[nH]c2c1 (centres undefined)
 : 8	4	-5	-10	-8	-0.3	0	nt	nt
NC(=O)NC1CCCc2c1[nH]c1ccc(Cl)cc21 (centres undefined)
 : -10	8	22	16	9	0.4	14	43	-1.4
Cc1cc(C)n(C(=O)CCC2COc3ccccc3O2)n1 (centres undefined)
 : 3	-9	-4	-4	18	-0.2	3	8	-0.1
Cc1ccc(-c2nn3c(=O)c(C)nnc3s2)cc1
 : 25	25	-2	-9	0	0.8	-2	-27	-1.1
CCCS(=O)(=O)N1CCC(C(=O)NCc2ccccc2Cl)CC1
 : 19	4	6	-5	-17	0.3	6	-20	-0.2
CC1CN(Cc2nc3c(c(=O)n(C)c(=O)n3C)n2Cc2ccc(Cl)cc2)CC(C)O1 (centres undefined)
 : 6	9	10	-2	-1	0.0	11	-10	0.4
Cc1cccc(N2CCN(C(=O)COc3cc(=O)n(C)c4ccccc34)CC2)c1C
 : 10	-15	-13	0	21	13*	14	-16	-1.0
CCCn1c(SCC(=O)Nc2nonc2C)nnc1-c1ccoc1C
 : -6	22	8	2	nt	-1.1	-4	18	-0.9
CCNc1nc(NC(C)C)nc(Oc2ccc(OCCOc3ccccc3)nn2)n1
 : -26	14	7	19	7	-0.2	15	-7	-1.7
COCCNC(=O)COc1cc(=O)n(C)c2ccccc12
 : -8	-10	3	5	-2	2.4	14	-12	-1.0
O=C1CC(c2cccs2)Cc2nc(NCC3CCCO3)ncc21 (centres undefined)
 : 16	-5	-14	0	-18	0.6	10	-6	0.3
CCOc1ccc(-n2nc(C(=O)N3CCOCC3)c3ccccc3c2=O)cc1
 : -22	9	7	-4	-7	-0.1	2	-26	0.2
Cc1nnc(SCc2cc(=O)[nH]c(N3CCN(Cc4ccccc4)CC3)n2)s1
 : 17	6	-12	-7	11	-0.2	4	-7	1.6
Cc1ccc(C(CC(=O)O)Nc2nc(N3CCCCC3)nc(N3CCCCC3)n2)cc1 (centres undefined)
 : -3	2	-5	-24	53	-0.3	10	-23	0.1
CCc1ccc(N2CCN(C(=O)c3ccc(OC)c(OC)c3)CC2)cc1
 : -2	-8	-3	9	7	-0.6	9	-7	-1.4
CC1(C(=O)N(CC(=O)NC2CCCC2)Cc2ccco2)CC(=O)N=C2C=CC=CN21 (centres undefined)
 : -3	-1	10	-4	-4	3.3	19	8	-1.5
COc1ccc(C(c2nnnn2CCc2ccccc2)N2CCN(C)CC2)cc1OC (centres undefined)
 : 1	2	3	3	-18	0.3	20	-12	-0.3
c1ccc2c(c1)[nH]c1c(N3CCSCC3)ncnc12
 : -42	-27	nt	23	7	-0.4	nt	18	-5.0
O=C(NCc1ccccn1)c1ccc(Cn2cc(Br)cn2)o1
 : 0	-5	-1	5	-4	-0.2	4	8	0.6
CCCCNC(=O)C(NS(=O)(=O)c1cccc2nsnc12)c1ccccc1 (centres undefined)
 : 6	-2	-11	-4	-2	1.3	18	-8	0.0

With a hit mark in HTR1E agonist, of those listed so far:
mol,5-HT1A blocker,5HT1E antag,HTR1E agonist,AP complement,S1P1 ag pot,S1P3 ag
Cc1cccc(N2CCN(C(=O)COc3cc(=O)n(C)c4ccccc34)CC2)c1C,-13,0,13*,14,-16,-1.0

Next compounds follow:
Values run as follows: RORa activator	SF-1 act	5-HT1A blocker	5HT1E antag	Ecoli tolC	HTR1E agonist	AP complement	S1P1 ag pot	S1P3 ag
CCCN1C2CCCC1CC(NC(=O)c1ccc(F)cc1)C2 (centres undefined)
 : -2	2	-8	5	-28	0.5	-4	5	0.7
O=C(O)CCC(=O)OCC1CCCO1 (centres undefined)
 : -25	2	-2	9	-15	0.5	-9	1	-0.1
CN(CC(=O)NCc1ccco1)S(=O)(=O)c1cccc2cccnc12
 : 16	4	12	0	-3	0.1	11	-23	-1.3
C=CCOn1c(=O)c(=O)n(OCc2ccccc2)c2ccccc21
 : -7	-1	-13	-6	-4	2.8	2	5	-0.3
COc1ccc(OC)c(NC(=O)c2c(NC(=O)CNCc3ccco3)sc3c2CCC3)c1
 : 0	-14	6	-13	-8	0.4	22	-13	-1.7
CCn1cc(Br)c(C(=O)N2CCN(c3ccccc3)CC2)n1
 : -5	-7	4	12	2	0.0	7	nt	-0.5
O=C(OCCCc1ccncc1)c1ccc(S(=O)(=O)N2CCOCC2)cc1
 : -21	20	-8	8	1	0.3	-3	16	-0.6
NCCc1nnc(SCc2c(F)cccc2Cl)o1
 : 1	18	9	-6	-5	0.3	7	-15	-0.4
Cc1cc2cc(CCNC(=O)c3ccc(Br)o3)c(=O)[nH]c2cc1C
 : 18	-7	-7	-5	50	-0.2	13	-10	-0.9
O=C(CN1C(=O)COc2ccccc21)N(CCCN1CCOCC1)CC1CC=CCC1 (centres undefined)
 : 13	-7	6	7	-4	0.0	nt	8	-0.4
CC1CCC(NS(=O)(=O)c2ccc3c(c2)n(C)c(=O)c(=O)n3C)CC1 (centres undefined)
 : -13	10	-13	9	-17	-0.4	14	-26	-0.7
Cn1c(=O)[nH]c(=O)c2c1nc(CN1CCOCC1)n2CCCc1ccccc1
 : -2	-12	-7	5	1	-0.2	14	0	-1.5
Cc1cc(C(=O)Nc2ccccn2)no1
 : 8	31	9	0	-7	-0.8	14	-9	-1.0
O=C1CC(C(=O)Nc2ncccn2)C(c2ccccc2)O1 (centres undefined)
 : -8	-6	-5	4	-3	0.2	18	nt	-0.6
Cc1ccc(S(=O)(=O)c2nc(C(C)(C)C)oc2N2CCOCC2)cc1
 : -15	-10	0	-2	12	-0.8	11	3	-0.4
COc1ccccc1C1/C(=C(/O)c2ccccc2)C(=O)C(=O)N1CCO (centres undefined)
 : 3	-11	4	2	-8	-0.3	9	-4	-1.2
c1ccc(CNC2=NCCC2)nc1
 : -11	-1	7	6	-11	0.0	9	10	-1.1
CCCCCCOC(=O)C1=C(C)NC(=O)NC1c1ccc(O)cc1 (centres undefined)
 : -5	7	4	2	32	-0.6	8	-6	-0.9
Cn1c(=O)cc(SCC(=O)NCCCN2CCN(c3ccccc3F)CC2)c2ccccc21
 : 0	-10	60*	-3	-7	1.1	21	8	-1.0
O=C(Cc1ccccc1)Nc1ccccc1CO
 : -22	-1	3	-3	-1	-1.8	-1	7	-0.5

3 compounds from above, sorted by the value under S1P3 ag, smallest number first:
SMILES,5-HT1A blocker,5HT1E antag,HTR1E agonist,AP complement,S1P1 ag pot,S1P3 ag
CN(CC(=O)NCc1ccco1)S(=O)(=O)c1cccc2cccnc12,12,0,0.1,11,-23,-1.3
O=C(Cc1ccccc1)Nc1ccccc1CO,3,-3,-1.8,-1,7,-0.5
CCCCNC(=O)C(NS(=O)(=O)c1cccc2nsnc12)c1ccccc1 (centres undefined),-11,-4,1.3,18,-8,0.0

(continued)
Values run as follows: RORa activator	SF-1 act	5-HT1A blocker	5HT1E antag	Ecoli tolC	HTR1E agonist	AP complement	S1P1 ag pot	S1P3 ag
c1ccc(CSc2nnc(NC3=NCCCCC3)s2)cc1
 : 29	43	-8	4	22	0.6	15	-2	1.0
Brc1cccc(C2CC(c3ccccc3)n3nnnc3N2)c1 (centres undefined)
 : 5	18	-6	11	63*	0.3	11	-14	-0.6
CCOC(=O)C1=C(C)NC(=O)C(C(N)=O)C12CCCCC2 (centres undefined)
 : 6	0	-9	-8	-6	0.1	3	nt	nt
CCc1nnc(NC(=O)CSc2nnc(Cc3ccccc3)o2)s1
 : -20	1	-2	-1	-5	-1.4	5	3	-0.7
COc1ccc(N2C(=O)CC(N3CCCC4CCCCC43)C2=O)cc1 (centres undefined)
 : -7	-2	2	-5	-12	-0.4	5	-8	-0.9
COc1ccc(OC)c(S(=O)(=O)N(C)CC(=O)N2CCN(c3ccccc3)CC2)c1
 : 10	10	-11	0	9	-0.4	14	nt	-0.2
COc1ccc(Cc2nnc(NS(=O)(=O)Cc3ccccc3)s2)cc1
 : -11	5	-3	-7	6	0.7	0	3	-0.1
Cc1oc2ccc(OCc3ccc(F)cc3)cc2c1C(=O)O
 : 18	11	-4	10	41	0.2	-5	7	-0.3
CC1CCN(S(=O)(=O)c2ccc(NC(=O)Cn3nnc(-c4ccccc4F)n3)cc2)CC1
 : 53*	11	2	1	13	1.7	-9	13	-0.4
O=C(CSc1nnc(-c2cccnc2)n1Cc1ccco1)Nc1nc(-c2ccc(F)cc2)cs1
 : -10	-4	-10	-14	12	-0.2	-3	9	-0.6
Cn1c(C(=O)Nc2ccc3c(c2)OCCO3)cc2sccc21
 : -1	43	5	4	15	-1.1	16	15	0.2
CCOC(=O)Cc1c[nH]c2ccccc12
 : -3	0	16	-2	-5	0.1	5	nt	nt
O=c1cc(CSc2nnnn2-c2ccccc2)[nH]c2[nH]n(-c3ccccc3)c(=O)c12
 : 9	2	-9	-12	-4	0.4	6	-11	0.0
C#CCSC1=C(C#N)C(c2cccs2)C(C(=O)OCC)=C(C)N1 (centres undefined)
 : -19	22	nt	8	17	-1.1	nt	15	-5.2

Single values from the entries so far.
Entry of O=C1CC(C(=O)Nc2ncccn2)C(c2ccccc2)O1 (centres undefined) in Ecoli tolC: -3
Entry of COc1ccccc1C1/C(=C(/O)c2ccccc2)C(=O)C(=O)N1CCO (centres undefined) in 5HT1E antag: 2
Entry of COc1ccc(OC)c(S(=O)(=O)N(C)CC(=O)N2CCN(c3ccccc3)CC2)c1 in Ecoli tolC: 9
Entry of Brc1cccc(C2CC(c3ccccc3)n3nnnc3N2)c1 (centres undefined) in S1P1 ag pot: -14
Entry of Cc1cc(C)n(C(=O)CCC2COc3ccccc3O2)n1 (centres undefined) in Ecoli tolC: 18
